Source: PubChem BioAssay
TRPC4 block = inhibitors of mouse TRPC4 channel. Q9QUQ5. HEK293 TRPC4beta/mu-opioid, DAMGO-evoked Fluo4 calcium flux; active compounds read low. B-score at 10 µM. actives 0.39% (n = 300,000). AID 2247;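 active = B-score over 3 SD under the library average, no early fluorescence shift, positive overall ratio signal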
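Assay system: HEK293 cells with stable TRPC4beta plus mu-opioid receptor expression; Probe or stimulus: DAMGO in two steps, submaximal then maximal; Dosing: single-point compound dosing; Measured by: Fluo4 calcium-dye fluorescence, kinetic read; Read-out basis: B score from integrated Fluo4 fluorescence ratio.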
RGS4 inh = inhibitors of human RGS4; HEK293 M3R/RGS4 inducible, Fluo-4 calcium flux; active compounds read high; triggered by carbachol at its EC20; AID 463165; P49798; B-score at 10 µM; actives 0.45% (n = 310,000);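 active = B-score, a plate-corrected calcium signal, over three deviations above library mean, with baseline fluorescence within five deviations of library mean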;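 also: RGS4 expression induced by doxycycline in cells with stable M3 receptor; B-score is computed from the integrated fluorescence ratio over baseline after carbachol; higher B-score means a larger calcium signal and so more RGS4 inhibition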
TRPC6 inh = mouse TRPC6 channel inhibition; Q61143; HEK293-TRPC6, membrane potential dye, ACh-evoked depolarization; active compounds read low; B-score at 10 µM; actives 1.1% (n = 310,000); AID 2553;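 active = B-score under library mean minus 3 SD, initial fluorescence not abnormally high, positive integrated signal ratio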;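 also: B-score derived from integrated fluorescence ratio over the kinetic read; more negative B-score means stronger inhibition of depolarization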
MrgX1 allo act = allosterically activates human MrgX1 receptor signaling; Q96LB2; MrgX1-HEK293, Fluo-4 calcium flux, FDSS; active compounds read high; B-score at 10 µM; actives 0.63% (n = 310,000); AID 588675;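 active = plate-corrected calcium response at least 3 library SD above typical, normal starting fluorescence, not activating the receptor alone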;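 also: compound read alongside a low EC10 to EC30 dose of BAM8-22 agonist; peak minus trough fluorescence over baseline measured at the second addition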
ANO1 block = blocks the mouse calcium-activated chloride channel TMEM16A; Q8BHY3; HEK293 TMEM16A/YFP iodide influx fluorescence, ionomycin; normalized B-score (activity score, 25-100; higher = stronger inhibition) at 10 µM; actives 1.2% (n = 310,000); AID 588511;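 active = ratio plate-corrected score three or more library SD toward inhibition, starting fluorescence score within five deviations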;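 also: score derived from kinetic fluorescence span divided by baseline fluorescence per well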
Target sequence (Q8BHY3 whole entry, looked up): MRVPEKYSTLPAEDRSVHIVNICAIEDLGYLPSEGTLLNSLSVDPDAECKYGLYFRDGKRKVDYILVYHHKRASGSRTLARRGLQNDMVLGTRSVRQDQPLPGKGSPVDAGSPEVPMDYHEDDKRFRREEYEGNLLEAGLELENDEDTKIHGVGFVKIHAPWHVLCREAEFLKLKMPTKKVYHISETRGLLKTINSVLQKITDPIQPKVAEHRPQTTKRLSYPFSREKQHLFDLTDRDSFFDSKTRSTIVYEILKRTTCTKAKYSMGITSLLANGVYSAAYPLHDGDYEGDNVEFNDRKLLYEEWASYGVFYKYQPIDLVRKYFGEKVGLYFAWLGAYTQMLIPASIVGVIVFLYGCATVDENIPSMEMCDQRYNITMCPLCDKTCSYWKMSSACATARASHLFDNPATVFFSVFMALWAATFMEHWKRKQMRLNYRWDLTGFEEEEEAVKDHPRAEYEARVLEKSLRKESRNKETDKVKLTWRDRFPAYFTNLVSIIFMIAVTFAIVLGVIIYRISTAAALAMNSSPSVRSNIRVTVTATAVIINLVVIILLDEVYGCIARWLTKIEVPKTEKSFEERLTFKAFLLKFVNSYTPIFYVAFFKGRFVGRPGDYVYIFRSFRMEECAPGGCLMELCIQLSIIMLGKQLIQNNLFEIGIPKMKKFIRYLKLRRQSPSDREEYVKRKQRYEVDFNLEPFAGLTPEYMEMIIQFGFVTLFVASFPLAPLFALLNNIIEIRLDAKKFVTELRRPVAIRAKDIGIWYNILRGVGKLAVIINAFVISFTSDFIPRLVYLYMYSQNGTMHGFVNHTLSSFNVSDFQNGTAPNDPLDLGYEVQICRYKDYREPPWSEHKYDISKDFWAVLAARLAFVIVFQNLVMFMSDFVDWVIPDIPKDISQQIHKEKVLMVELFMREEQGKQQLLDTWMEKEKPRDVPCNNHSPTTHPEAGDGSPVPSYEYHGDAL
TRPC6 act = activates the mouse TRPC6 cation channel | HEK293-TRPC6 membrane potential dye fluorescence; active compounds read high | B-score at 10 µM | actives 0.13% (n = 310,000) | AID 2550;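 active = B-score of the integrated fluorescence ratio above library mean plus 3 SD, and starting fluorescence ratio within library mean plus 5 SD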;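 also: higher score means more depolarization so channel activation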
TRPC4 potent = allosteric potentiators of mouse TRPC4 channel | Q9QUQ5 | HEK293 TRPC4beta/mu-opioid, DAMGO EC20, Fluo-4 Ca2+ flux; active compounds read high | B-score at 10 µM | actives 0.42% (n = 310,000);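 active = B-score of calcium response area above 5 SD of library B-scores, with initial fluorescence ratio within 5 SD of library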;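 also: B-score of integrated fluorescence ratio over time as area under calcium response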
MrgX1 agonist = agonists of human MrgX1 receptor | actives 0.44% (n = 310,000) | MrgX1-HEK293 cells, Fluo-4 calcium fluorescence, agonist mode; active compounds read high | B-score at 10 µM | AID 588627 | Q96LB2;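 active = calcium response B-score plate-corrected fluorescence ratio at least 3 library SD, with starting fluorescence B-score inside 5 SD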
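System: HEK293 cells stably expressing human MrgX1 receptor; Dosing: test compound in the initial addition of three; Schedule: overnight plating, then 30 min 37 °C plus 30 min room-temperature dye loading; Detection: kinetic calcium dye fluorescence, Fluo-4 NW; Controls: per-plate positive and negative controls for Z′ factor.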
ANO1 activ = activates or potentiates the mouse TMEM16A chloride channel; Q8BHY3; HEK293 TMEM16A/YFP-H148Q/I152L, iodide quench fluorescence; active compounds read low; B-score at 10 µM; actives 0.3% (n = 340,000); AID 623877;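 active = fluorescence-ratio B-score plate-corrected deviation score at least 3 library SD below zero, with starting fluorescence score within 5 deviations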;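 also: channel opened by trigger with iodide after compound preincubation; score built on the fluorescence ratio of max minus min over baseline; more negative score means more quench and so TMEM16A activation or potentiation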
TRPC4 agonist = TRPC4 (mouse) channel activation; Q9QUQ5; B-score at 10 µM; HEK293 TRPC4beta/mu-opioid, Fluo4 calcium fluorescence; active compounds read high; AID 2237; actives 0.49% (n = 310,000);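 active = B-score above 5 SD of library B-scores, and initial fluorescence ratio not above library mean plus 5 SD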;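 also: positive B-score marks a calcium rise read as TRPC4 activation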
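Assay system: HEK293 cells stably co-expressing mouse TRPC4beta and mu-opioid receptor / Timing: Fluo4 dye loading 45 min at room temperature, 110 s recording / Signal: Fluo4 calcium-sensitive dye fluorescence, kinetic, 1 Hz baseline / Read-out: integrated baseline-normalised fluorescence ratio, converted to per-well B score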
MrgX1 antag = blocks BAM8-22 activation of human MrgX1 receptor | Q96LB2 | MRGX1-HEK293 calcium flux, Fluo-4, BAM8-22 antagonism; active compounds read low | B-score at 10 µM | actives 1.3% (n = 310,000);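 active = calcium-response B-score plate-corrected more than 3 library SD below zero, starting fluorescence within 5 deviations, no agonist response on first addition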;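 also: peak minus trough fluorescence over baseline after final BAM8-22 challenge near maximal dose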
An asterisk follows results filed as active; i = inactive; . = not tested or not shown.

Compound	TRPC4 block	RGS4 inh	TRPC6 inh	MrgX1 allo act	ANO1 block	TRPC6 act	TRPC4 potent	MrgX1 agonist	ANO1 activ	TRPC4 agonist	MrgX1 antag
CC(C)CNC(=O)c1cccc(NC(=O)Cc2ccc(Br)cc2)c1	i	i	i	i	i	i	i	i	i	i	i
CC1(C)CC[C@@]23CC[C@]4(C)[C@@](OC2=O)(C3C1)[C@H]1O[C@H]1C1[C@@]2(C)CC[C@H](O)C(C)(C)C2CC[C@]14C (stereo not given in full)	i	i	i	i	i	i	i	i	.	i	i
CCn1cc(C(=O)NCCCOC)c2cc(OC)c(OC)cc2c1=O	i	i	i	i	i	i	i	i	i	i	i
Cc1ccc(-c2cc(=O)[nH]c3ccccc23)cc1	i	i	i	i	i	i	i	i	i	i	i
Cc1ccc(C(C)C)cc1OCC(=O)Nc1ccccc1N1CCCC1	i	i	i	i	i	i	i	i	i	i	i
O=C(O)c1cc(C(=O)C2CC2)c[nH]1	i	i	i	i	i	i	i	i	i	i	i
Oc1c(CN2CCN(c3ccccc3)CC2)cc(Br)c2cccnc12	i	i	i	i	i	i	i	i	i	i	i
O=C(Nc1c(F)cccc1F)c1cnc(N2CCN(c3ccccn3)CC2)c2ccccc12	i	i	i	i	i	i	i	i	i	i	i
Cc1c(NC(=O)COC(=O)c2ccccc2Cl)c(=O)n(-c2ccccc2)n1C	i	i	i	i	i	i	i	i	i	i	i
O=C1NCCCC1C(=O)NCCN1C(=O)CCC1=O (stereo not given)	i	i	i	i	i	i	i	i	i	i	i
O=C(Nc1nc(-c2ccc(Cl)cc2Cl)cs1)c1ccc(OCC2CCCO2)cc1 (stereo not given)	i	i	i	i	i	i	i	i	i	i	i
Cc1ccc(S(=O)(=O)N2CCCOC2CNC(=O)C(=O)NCc2ccncc2)cc1 (stereo not given)	i	i	i	i	i	i	i	i	i	i	i
Cc1cccc(CCN2C(N(C)C)=NC[C@@H]2C)c1	.	.	.	i	i	.	.	i	i	.	i
O=C(c1ccc2nc(N3CCOCC3)sc2c1)N1CCN(C(=O)c2ccco2)CC1	i	i	i	i	i	i	i	i	i	i	i
O=C(CSc1nnc(-c2ccccc2F)o1)N1CCCC1	i	i	i	i	i	i	i	i	i	i	i

Compound	TRPC4 block	RGS4 inh	TRPC6 inh	MrgX1 allo act	ANO1 block	TRPC6 act	TRPC4 potent	MrgX1 agonist	ANO1 activ	TRPC4 agonist	MrgX1 antag
CCCC1C2C(=O)N(c3ccccc3)C(=O)C2ON1c1ccccc1 (stereo not given)	i	i	i	i	i	i	i	i	i	i	i
Cc1ccc(CCN2CC(C(=O)NC3CCCC3)CC2=O)cc1 (stereo not given)	i	i	i	i	i	i	i	i	i	i	i
CCN(CC)C(=O)c1cn(-c2cccc(OC)c2)c(=O)c2ccccc12	i	i	i	i	i	i	i	i	i	i	i
O=C(COC(=O)c1cccc(O)c1)Nc1nnc(-c2ccccc2)o1	i	i	i	i	i	i	i	i	i	i	i
CCC(=O)N(CCC(c1ccccc1)c1ccco1)Cc1cccs1 (stereo not given)	i	i	i	i	i	i	i	i	i	i	i
COc1cccc(C(=O)CSc2nc3ccccc3n2CC(=O)N2CCOCC2)c1	i	i	i	i	i	i	i	i	i	i	i
NS(=O)(=O)c1ccc(CCNC(=O)COC(=O)CC(c2ccccc2)c2ccccc2)cc1	i	i	i	i	i	i	i	i	i	i	i
O=[N+]([O-])c1cccc(-c2cn(-c3ccccc3)c(=S)[nH]2)c1	i	i	i	i	i	i	i	i	i	i	i
CCCCN1/C(=C/c2ccc3ccccc3[n+]2CC)Sc2ccccc21	i	i	i	.	.	i	i	.	i	204*	.
CN(CC(=O)N1CCN(Cc2ccccc2)CC1)S(=O)(=O)c1cccc2nsnc12	i	i	i	i	i	i	i	i	i	i	i
Cc1cc(=O)oc2c(CN3CCC(C)CC3)c(O)c(Cl)cc12	i	i	i	i	i	i	i	i	i	i	i
O=C(NNC(=O)c1ccccc1[N+](=O)[O-])c1ccco1	i	i	i	i	i	i	i	i	i	i	i
COc1cc(/C=C(/NC(=O)c2ccccc2Cl)C(=O)O)cc(OC)c1OC	i	i	i	i	i	i	i	i	i	i	i
Clc1cccc(Nc2nc(-c3cccnc3)cs2)c1	i	i	i	i	i	i	i	i	i	i	i
COc1ccccc1C(=O)NCC(=O)OCC(=O)c1ccc2c(c1)-c1ccccc1C2	i	i	i	i	i	i	i	i	i	i	i

Compound	TRPC4 block	RGS4 inh	TRPC6 inh	MrgX1 allo act	ANO1 block	TRPC6 act	TRPC4 potent	MrgX1 agonist	ANO1 activ	TRPC4 agonist	MrgX1 antag
O=c1c2ccccc2nnn1CSc1ncnc2ccccc12	.	.	.	i	i	.	.	i	i	.	i
CCOC(=O)N1CCN(S(=O)(=O)c2cc([N+](=O)[O-])c(C)cc2C)CC1	i	i	i	i	i	i	i	i	i	i	i
O=C(O)/C(CC(=O)c1ccc(Cl)cc1)=N/Nc1ccc([N+](=O)[O-])cc1[N+](=O)[O-]	i	i	i	i	i	i	i	i	i	i	i
CC(C)(C)C(=O)NC(=S)NNC(=O)c1ccc(Cl)cc1Cl	i	i	i	i	100*	i	i	i	i	i	i
CCCc1cc(NC(=O)CCl)n(-c2ccccc2)n1	i	i	i	i	i	i	i	i	i	i	i
O=C(c1ccc(-c2nnc(-c3ccccc3)o2)cc1)N1CCCCCC1	i	i	i	i	i	i	i	i	i	i	i
CCCC(C(=O)c1ccccc1)n1cncn1 (stereo not given)	i	i	i	i	i	i	i	i	i	i	i
O=C(CSc1nnnn1C1CC2CCC1C2)Nc1ccnc2ccccc12 (stereo not given)	.	.	.	i	100*	.	.	i	i	.	i
C/C(=N\N1C(=O)CSC1=S)c1ccc(Br)cc1	i	i	i	i	i	i	i	i	i	i	i
O=C(COC(=O)COc1cccc(C(F)(F)F)c1)NC1CCS(=O)(=O)C1 (stereo not given)	i	i	i	i	i	i	i	i	i	i	i
CCOC(=O)C1CSC(CC(=O)Nc2ccc(OC(F)(F)F)cc2)C(=O)N1 (stereo not given)	i	i	i	i	i	i	i	i	i	i	i
Cc1nc2c(C(=O)NCc3ccc4c(c3)OCO4)cnn2c(C)c1Cc1ccc(F)cc1Cl	i	i	i	i	i	i	i	i	i	i	i
COc1ccc(-n2c(=O)cc(N3CCc4ccccc43)[nH]c2=O)cc1	i	i	i	i	i	i	i	i	i	i	i
CCOC(=O)c1c(CN(C)C)n(C)c2c(O)c(N=NC(N)=O)c3ccc(Br)cc3c12	i	i	i	i	i	i	i	i	i	i	i
COc1ccc(S(=O)(=O)N2CCc3ccccc32)cc1C(=O)N1CCOCC1	i	i	i	i	i	i	i	i	i	i	i

Compound	TRPC4 block	RGS4 inh	TRPC6 inh	MrgX1 allo act	ANO1 block	TRPC6 act	TRPC4 potent	MrgX1 agonist	ANO1 activ	TRPC4 agonist	MrgX1 antag
Cc1ccc2c(c1)cc1c(=O)[nH]ncn12	i	i	i	i	i	i	i	i	i	i	i
O=C(CCn1ccnc1)Nc1cc(Cl)ccc1O	i	i	i	i	i	i	i	i	i	i	i
Cc1ccc(C(=O)N/C(=C\c2ccccc2)C(=O)NCC2CCCO2)cc1 (stereo not given)	i	i	i	i	i	i	i	i	i	i	i
CCOC(=O)c1ccc(NC(=O)CC2S/C(=N/N=C3/NC(=O)CS3)NC2=O)cc1 (stereo not given)	i	i	i	i	i	i	i	i	i	i	i
Cc1ccc(NC(=O)COc2ccc(C3SCCS3)cc2)cc1	i	i	i	i	i	i	i	i	i	i	i
COc1ccc(C)cc1S(=O)(=O)NCCc1ccccc1	i	i	i	i	i	i	i	i	i	i	i
Cc1ccc2nc(SCc3cn4cccnc4n3)[nH]c2c1	i	i	i	i	i	i	i	i	i	i	i
CCOC(=O)c1cc(C(=O)NN)c(C)nc1C	i	i	i	i	i	i	i	i	i	i	i
O=C(NCc1n[nH]c(=S)n1-c1ccccc1)c1ccc(S(=O)(=O)N2CCOCC2)cc1	i	i	i	i	i	i	i	i	i	i	i
O=C(NCCC1CCCCN1S(=O)(=O)c1ccccc1)C(=O)NC1CCCC1 (stereo not given)	i	i	i	i	i	i	i	i	i	i	i
S=c1[nH]c(-c2ccccc2)cn1/N=C/c1cccnc1	i	i	i	i	i	i	i	i	i	i	i
CCN(CC(=O)NCc1cccs1)S(=O)(=O)c1ccc(NC(C)=O)cc1	i	i	i	i	i	i	i	i	i	i	i
CC1CN(CCOc2cccc(Oc3ccccc3)c2)CC(C)O1 (stereo not given)	i	i	i	i	i	i	i	i	i	i	i
COC(=O)C1=C(NC(=O)c2ccc(C)c(C)c2)CCS1	i	i	i	i	i	i	i	i	i	i	i
CCOC(=O)c1ccc(S(=O)(=O)N2CCN(C(C)=O)CC2)cc1	i	i	i	i	i	i	i	i	i	i	i

Compound	TRPC4 block	RGS4 inh	TRPC6 inh	MrgX1 allo act	ANO1 block	TRPC6 act	TRPC4 potent	MrgX1 agonist	ANO1 activ	TRPC4 agonist	MrgX1 antag
C=CCN=C(C)C1=C(O)C(C)OC1=O (stereo not given)	i	i	i	i	i	i	i	i	i	i	i
CC1=CC(C)=Nc2ccccc2N1	i	i	i	i	i	i	i	i	i	i	i
CCCN(C(=O)COC(=O)CC1CCCCC1)c1c(N)n(Cc2ccccc2)c(=O)[nH]c1=O	i	i	i	i	i	i	i	i	i	i	i
C=CCn1c(SCC(=O)OCc2ccccc2)nc2c1c(=O)n(C)c(=O)n2C	i	i	i	i	i	i	i	i	.	i	i
COc1ccc(N2CC(C)Cn3c2nc2c3c(=O)n(Cc3ccccc3F)c(=O)n2C)c(OC)c1 (stereo not given)	i	i	i	i	i	i	i	i	i	i	i
COCCN(C(=O)c1snc(C(N)=O)c1N)C(C(=O)NC1CCCCC1)c1ccc(F)cc1 (stereo not given)	i	i	i	i	i	i	i	i	i	i	i
